RAD54 branch: inhibitors of human RAD54 branch migration, primary screen, biochemical, fluorescence, single point; DNA repair and recombination protein RAD54-like (Homo sapiens), Q92698; RAD54 Holliday junction branch migration, FAM/BHQ fluorescence; inhibition, % at 10.4 µM; actives 0.14% (n = 360,000); AID 602329, 2012;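 active means mean normalized replicate activity at least 40 and at least half of replicates scoring 40 or more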;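 further: 0% = median of neutral control wells and 100% = median of positive control wells; inhibitors cause a drop in the FAM fluorescence signal; in these data hits start at about 50%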
ERAP1 inh: human ERAP1 aminopeptidase inhibitors, primary screen, biochemical, single point, plate reader. recombinant ERAP1, Leu-AMC fluorescence, 60 min. inhibition, % at 10.7 µM. actives 0.15% (n = 340,000). Endoplasmic reticulum aminopeptidase 1 (Homo sapiens), Q9NZ08;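 active means mean replicate inhibition of at least 30%, or all replicates individually reaching that 30% level; inactive means mean below 30% and not every replicate reaching it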;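 further: 0% = neutral control wells and 100% = L-leucinethiol positive control wells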
RAD52 inh: RAD52 DNA annealing inhibitors, primary screen, biochemical, FRET, single point, set 2; recombinant RAD52 DNA annealing, FRET fluorescence; inhibition, % at 18.7 µM; actives 0.46% (n = 360,000);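 active means every replicate showing at least 50% inhibition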
Target sequence (P43351 whole entry, looked up): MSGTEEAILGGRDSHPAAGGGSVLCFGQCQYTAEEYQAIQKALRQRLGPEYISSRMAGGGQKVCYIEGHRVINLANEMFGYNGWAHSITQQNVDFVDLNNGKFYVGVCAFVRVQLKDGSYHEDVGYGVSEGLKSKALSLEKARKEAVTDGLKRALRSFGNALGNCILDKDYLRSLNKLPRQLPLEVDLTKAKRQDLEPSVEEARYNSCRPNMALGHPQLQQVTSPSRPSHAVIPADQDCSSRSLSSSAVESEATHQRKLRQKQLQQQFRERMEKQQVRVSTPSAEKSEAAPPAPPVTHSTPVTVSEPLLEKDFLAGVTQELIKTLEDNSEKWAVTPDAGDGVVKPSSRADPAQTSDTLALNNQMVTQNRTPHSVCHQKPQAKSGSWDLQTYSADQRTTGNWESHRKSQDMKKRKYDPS
Xi reactivation: activators of inactive X chromosome reactivation, primary screen, imaging, XiGFP fibroblasts, GFP high-content imaging, set 2. actives 0.055% (n = 360,000). activation, % at 7.58 µM. XiGFP mouse fibroblasts, % GFP-positive cells imaging, 3 d; cells co-treated with 5-aza-dC sensitizer; scaled so ellipticine positive control = 100%;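 active means mean normalized replicate activation at least 10% and every replicate at or above 10%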;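 further: 0% = median of on-plate neutral control wells and 100% = ellipticine 6 µM median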
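Assay system – SV40-immortalized XiGFP fibroblast cells, line 68-5-11 · Buffer or medium – DMEM supplemented with 5-aza-dC as sensitizing agent · Dosing – one concentration, pinned · Benchmarks – positive control ellipticine, 6 µM final · Times – 3 days compound exposure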
S100A4 inh HTS: inhibitors of S100A4-myosin IIA peptide binding, primary screen, biochemical, fluorescence polarization, TAMRA-MyoIIA peptide; Protein S100-A4 (Homo sapiens), P26447; inhibition, % at 10.7 µM; actives 0.14% (n = 360,000);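 active means mean inhibition of at least 70% across replicates, with every replicate also reaching that level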
Target sequence (P26447 whole entry, looked up): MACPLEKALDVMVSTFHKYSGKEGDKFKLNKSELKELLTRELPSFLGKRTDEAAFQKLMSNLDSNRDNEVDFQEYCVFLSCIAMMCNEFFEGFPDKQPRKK
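Test system: S100A4 monomer protein; Medium: HEPES pH 7.2 with CaCl2, KCl, NaCl, DTT, Triton; Probe or stimulus: TAMRA-labelled myosin IIA heavy-chain peptide probe, 5 nM; Doses: one dose per compound; Times: polarization read 5 min after assay mix addition, stable 5–60 min; Benchmarks: neutral control DMSO, positive control TFP.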
esBAF inh: Bmi1 luciferase reporter increase in mESCs, primary screen, esBAF inhibitor project, mouse ES cells, Bmi1 luciferase knock-in, single point. AID 602393, 2012. 24 h; 100% = twice the neutral-well signal. actives 2% (n = 350,000). reporter increase, % at 12.5 µM; in the data active means activation above about 40%;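 further: 0% = median of the plate's neutral control wells and 100% = double that signal; a rise in the Bmi1 reporter signal indicates esBAF inhibition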
E-selectin induc: E-selectin induction in HUVECs, primary screen, imaging, HUVEC, immunofluorescence imaging, single point; AID 686992, 2013; P16581; normalized: neutral wells 0, TNF-alpha wells 100; actives 0.37% (n = 260,000); activation, % at 7.58 µM;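 active means mean E-selectin-positive cell signal at least 10% of the positive control, reached in at least 60% of replicates, without over 20% cell loss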;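 further: in these data hits start at about 27%; measured in HUVEC primary endothelial cells; signal is the percent of cells scored E-selectin positive by PE staining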
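System: HUVEC, human umbilical vein endothelial cells; quantity: 3,000 cells/well; buffer or medium: EGM-2 medium, gelatin-coated wells; dosing: single-point compound dose; detection: immunofluorescence imaging; evaluation: % PE-positive cells; benchmarks: TNF-alpha, DMSO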
ERp5 block: inhibitors of ERp5-driven insulin aggregation, primary screen, biochemical, turbidity, absorbance 650 nm, single point; Protein disulfide-isomerase A6 (Homo sapiens), Q15084; 90 min; inhibition, % at 9.99 µM; actives 0.05% (n = 350,000); AID 651711, 2012;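 active means mean replicate inhibition above about 25%, with every replicate also reaching it, limit read from the data, passing the limit was not always enough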
* hit, by the source's call; x = not tested or not shown.

SMILES,RAD54 branch,ERAP1 inh,RAD52 inh,Xi reactivation,S100A4 inh HTS,esBAF inh,E-selectin induc,ERp5 block
CC(C)(C)c1ccc(-n2ncc3c2CCCC3NC(=O)C2=NNC(=O)CC2)cc1 (configuration not stated),0,-3,-3,0.0,0,3,1.5,2
COC(=O)[C@]12CCCCC=C1N(CCc1ccc(OC)c(OC)c1)C(=O)[C@H](CC(=O)NCc1ccc(C)o1)C2,x,x,-11,0.1,1,x,0.7,1
CC(C)CC#Cc1ccc([C@@H]2[C@H]3CN(C(=O)NC4CCCC4)CCCCN3[C@H]2CO)cc1,-13,4,1,0.2,3,-8,0.2,-2
Cc1ccc(S(=O)(=O)N(CC(O)CN2C(=O)NC(C)(C)C2=O)c2cccc(C)c2)cc1 (configuration not stated),-2,0,-20,0.3,-1,2,0.0,2
N/C(CC(=O)Nc1ccc(F)c(Cl)c1)=N\OC(=O)c1cccs1,x,x,-10,0.0,-1,x,-0.2,4
COc1ccc(NC(=O)COC(=O)/C=C/c2cnc3ccccc3n2)cc1,x,0,-18,-0.1,-2,x,x,4
CCS(=O)(=O)c1ccc(O)c(NC(=O)Nc2ccccc2OC)c1,4,x,-3,0.0,1,4,-0.4,-8
C[C@@H]1CN([C@@H](C)CO)C(=O)c2cc(NC(=O)Cc3ccccc3)ccc2O[C@@H](C)CCCCO[C@@H]1CN(C)Cc1ccccc1,-5,1,2,0.1,7,2,x,-4
COC(=O)[C@]1(C)N[C@H](CN(C)C(=O)Nc2ccc(C(F)(F)F)cc2)[C@@H]2C(=O)N(C)C(=O)[C@@H]21,-9,-3,-12,0.7,1,0,-1.5,-3
CCCC(=O)Nc1ccc2c(c1)C(=O)N(C)[C@H]1CC[C@@H](CC(=O)NCc3ccccc3F)O[C@@H]1CO2,-2,x,x,0.4,x,-3,0.2,x
COc1ccc(O)c(C(=O)c2cc(C#N)c(=O)n(-c3ccc(Cl)cc3)c2)c1,x,x,-33,x,-4,x,-0.2,-2
O=C(Nc1ccc2c(c1)OCO2)c1cnccn1,x,0,2,0.3,-80,x,0.0,-4
C[C@@H]1CN([C@H](C)CO)C(=O)Cc2cc(NC(=O)Nc3ccc4c(c3)OCO4)ccc2O[C@H]1CN(C)C(=O)Nc1cccc2ccccc12,-4,2,-10,-0.9,-1,22,0.2,-3
Cc1noc(C)c1NC(=O)Nc1ccc2c(c1)C(=O)N([C@H](C)CO)C[C@@H](C)[C@@H](CN(C)C(=O)Nc1ccc(C(F)(F)F)cc1)O2,-4,-3,-12,0.5,-10,-4,0.0,0
OC(CNCc1ccc(Cl)cc1)C(F)(F)F (configuration not stated),x,0,-5,0.1,-1,x,x,4
O=C(COC(=O)CCc1ccccc1)NC1CCS(=O)(=O)C1 (configuration not stated),1,-1,3,0.0,0,-6,0.3,-4
Cc1nc(=O)cc(-c2ccccc2)n1-c1ccccc1,8,10,3,x,-3,-5,x,0
COc1ccc(CN(C)C[C@@H]2OCCCC[C@H](C)Oc3ccc(NS(=O)(=O)c4ccc(F)cc4)cc3C(=O)N([C@@H](C)CO)C[C@@H]2C)cc1,5,-3,24,0.1,-3,-8,x,-4
C[C@H]1CCCCO[C@@H](CN(C)S(=O)(=O)c2cccs2)[C@@H](C)CN([C@@H](C)CO)C(=O)c2cc(NC(=O)C3CCCCC3)ccc2O1,-1,1,-27,0.5,-9,2,0.1,-6
CCCNC(=O)N1CC(=O)N2[C@H](CO)[C@H](c3ccc(C#Cc4cccc(F)c4)cc3)[C@H]2C1,x,3,-4,0.0,6,x,-0.4,2
COc1ccc(CN2C(=O)C(CC(=O)NCCCN(C)C)CC(C(=O)N(C(C)C)C(C)C)=C2C)cc1 (configuration not stated),2,x,-14,0.0,-3,1,-6.5,-2
Cc1cccnc1NC(=O)c1ccc(Br)o1,-7,-5,-15,0.2,-5,5,-0.2,1
COc1ccc(C(=O)OCC(=O)N2CCCC2=O)c(OC)c1,x,-3,-17,0.2,-6,x,-3.0,3
CN(C)CC(=O)N[C@H]1CC[C@@H](CC(=O)O)O[C@H]1CO,x,2,4,0.1,49,x,0.1,-1
CN(C(=O)c1ccc(NC(=O)Cc2ccc([N+](=O)[O-])cc2)cc1)C1CC1,-12,-1,-11,0.2,-2,6,0.1,-1
Cc1cc(NC(=O)CCN2CCN(C/C=C/c3ccccc3)CC2)ccc1Br,-10,-2,13,0.0,4,-12,x,5
C=CC[C@@H](CC(=O)N(CCO)Cc1ccccc1)C(=O)N[C@@H](COC(=O)[C@@H](CC=C)Cc1ccc(F)cc1)Cc1c[nH]c2ccccc12,-8,8,-6,-0.3,1,1,-0.1,1
COC(=O)c1sccc1NC(=O)Nc1cccc(F)c1,x,-2,-7,0.3,3,x,x,-2
C[C@@H]1CN([C@H](C)CO)C(=O)Cc2cc(NC(=O)CCCCCC(=O)Nc3ccccc3N)ccc2O[C@H]1CN(C)Cc1ccncc1,0,-7,-26,0.3,-12,-2,x,-11
CCC[C@H]1CN(c2ccc(OC)cc2)C(=O)[C@@H]1CC(=O)Nc1ccccc1,0,4,-15,-0.1,2,-5,0.1,7
COc1ccc(N(CC(=O)N/N=C/c2ccc(F)cc2)S(=O)(=O)c2ccccc2)cc1,-11,-2,-13,0.3,-7,2,0.0,-2
COc1cc2c(cc1OC)C(C(=O)Nc1cc(OC)c(OC)c(OC)c1)C(c1cccnc1)N(C)C2=O (configuration not stated),4,-3,-7,0.0,-29,1,x,-2
CN1OC[C@@H]2CN(C(=O)CCc3ccccc3)[C@H](c3ccc(N4CCCCC4)cc3)C[C@@H]21,-16,-2,-87,1.3,-16,-6,0.1,3
C=CCn1c(SCC(=O)N2CCc3ccccc3C2)nc2sc(CC)cc2c1=O,-10,x,x,0.1,x,1,-1.8,x
CNc1nc2cccnc2s1,-5,-3,-2,0.0,-2,-7,-0.1,7
CC1CC2(C)CC(C)C1(COC(=O)Nc1ccccc1)CO2 (configuration not stated),-23,-2,-7,0.1,3,8,x,-3
CCOC(=O)[C@]12CCC=C1N(Cc1ccc(Cl)cc1Cl)C(=O)[C@H](CC(=O)NCC1CCCCC1)C2,x,x,-10,0.1,5,x,0.1,-6
Cc1ccc(C(=O)N2CCN(c3ccc(NC(=O)c4ccc5c(c4)OCCO5)cc3)CC2)cc1,-7,-2,-15,-0.1,4,-9,-0.1,8
O=c1c2sccc2[nH]c(=S)n1-c1ccccc1,-6,-4,-23,-0.1,-3,-2,x,-4
COCCCN(C(=O)CC1OC(=O)c2ccccc21)c1c(N)n(Cc2ccccc2)c(=O)[nH]c1=O (configuration not stated),-16,0,-12,0.7,-3,x,-4.0,17
CC(=O)N1[C@@H]2c3ccc(-c4ccccc4)c(=O)n3C[C@H]1[C@H](CO)[C@H]2C(=O)Nc1ccccc1,-9,2,9,0.1,12,-2,-0.5,-4
COc1ccc(CC(=O)N/N=C/c2ccc(C)s2)cc1,x,0,1,0.1,7,x,x,4
O=C(Oc1cccc(/C=N/NC(=O)c2ccccn2)c1)c1ccc([N+](=O)[O-])cc1,3,2,3,0.0,-1,-36,-0.1,-2
O=C(COC(=O)CCC(=O)c1cccs1)NCc1cccs1,2,0,-6,-0.1,5,3,x,-4

Compounds listed so far that have a thiophene ring, fused or not, in the order listed:
SMILES,RAD54 branch,ERAP1 inh,RAD52 inh,Xi reactivation,S100A4 inh HTS,esBAF inh,E-selectin induc,ERp5 block
N/C(CC(=O)Nc1ccc(F)c(Cl)c1)=N\OC(=O)c1cccs1,x,x,-10,0.0,-1,x,-0.2,4
C[C@H]1CCCCO[C@@H](CN(C)S(=O)(=O)c2cccs2)[C@@H](C)CN([C@@H](C)CO)C(=O)c2cc(NC(=O)C3CCCCC3)ccc2O1,-1,1,-27,0.5,-9,2,0.1,-6
COC(=O)c1sccc1NC(=O)Nc1cccc(F)c1,x,-2,-7,0.3,3,x,x,-2
C=CCn1c(SCC(=O)N2CCc3ccccc3C2)nc2sc(CC)cc2c1=O,-10,x,x,0.1,x,1,-1.8,x
O=c1c2sccc2[nH]c(=S)n1-c1ccccc1,-6,-4,-23,-0.1,-3,-2,x,-4
COc1ccc(CC(=O)N/N=C/c2ccc(C)s2)cc1,x,0,1,0.1,7,x,x,4
O=C(COC(=O)CCC(=O)c1cccs1)NCc1cccs1,2,0,-6,-0.1,5,3,x,-4

Assay outcomes (PubChem BioAssay)

Not a hit list; any-hit rate near 2.5%.
